Compound activity: PubChem BioAssay, The Scripps Research Institute Molecular Screening Center
PAFAH2 FP inh: PAFAH2 enzyme inhibitors, primary screen, biochemical, fluorescence polarization, human; inhibition, % at 3.39 µM; recombinant PAFAH2, FP-rhodamine activity probe; Platelet-activating factor acetylhydrolase 2, cytoplasmic (Homo sapiens), Q99487; AID 492956, 2010; hit rate 0.99% among 340,000;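 active = inhibition above the mean over all tested compounds plus 3 SD, cut at about 30% in these data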;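 also: inhibitors block probe labeling of enzyme so polarization drops; 0% = enzyme with DMSO and 100% = wells lacking PAFAH2 protein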
PAFAH1B2 inh: PAFAH1B2 enzyme inhibitors, primary screen, biochemical, fluorescence polarization, human; Platelet-activating factor acetylhydrolase IB subunit alpha2 (Homo sapiens), P68402; recombinant PAFAH1B2, FP-rhodamine activity probe; inhibition, % at 3.39 µM; hit rate 1.2% among 340,000;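 active = inhibition above the mean of all tested compounds plus 3 SD, cut at about 24% in these data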;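 also: 0% = enzyme with DMSO and 100% = wells lacking PAFAH1B2; many of its hits are not listed in these tables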
Target sequence (P68402 whole entry, looked up): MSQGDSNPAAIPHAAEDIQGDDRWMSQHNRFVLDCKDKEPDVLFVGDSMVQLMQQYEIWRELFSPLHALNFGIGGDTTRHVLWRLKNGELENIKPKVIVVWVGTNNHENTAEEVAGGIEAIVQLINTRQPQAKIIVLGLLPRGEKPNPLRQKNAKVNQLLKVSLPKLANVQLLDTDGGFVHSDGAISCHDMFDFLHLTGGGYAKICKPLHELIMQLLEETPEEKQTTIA
PAFAH1B3 inh: PAFAH1B3 enzyme inhibitors, primary screen, biochemical, fluorescence polarization, human; recombinant PAFAH1B3, FP-rhodamine probe; inhibition, % at 3.39 µM; hit rate 0.28% among 340,000;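 active = inhibition above the screen-wide average of all tested compounds plus 3 SD, cut at about 25% in these data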;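 also: 0% = enzyme with DMSO only and 100% = wells lacking PAFAH1B3 protein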
Target sequence (Q15102 whole entry, looked up): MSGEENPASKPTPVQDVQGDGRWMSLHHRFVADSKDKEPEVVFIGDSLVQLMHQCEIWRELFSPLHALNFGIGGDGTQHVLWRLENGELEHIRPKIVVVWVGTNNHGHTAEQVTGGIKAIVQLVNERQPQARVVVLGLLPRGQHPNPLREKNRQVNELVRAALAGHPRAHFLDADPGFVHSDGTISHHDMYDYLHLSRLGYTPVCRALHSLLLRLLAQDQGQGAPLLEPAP
The depositor's hits bear a star.

SMILES	PAFAH2 FP inh	PAFAH1B2 inh	PAFAH1B3 inh
CC(=O)N(/N=C1\Sc2ccccc2C1=O)c1ccccc1	10.5	13.5	43.6*
Cc1nn(Cc2ccc(C(=O)N/N=C/c3ccncc3)o2)c(C)c1Cl	2.9	4.0	5.3
Cn1cnc([N+](=O)[O-])c1Sc1nc(N)nc2c1ncn2C1OC(CO)C(O)C1O (stereo not drawn)	-1.2	-1.6	0.8
CN(C)c1ccc(CN(CC2CCCO2)C(=O)c2cc3ccccc3o2)cc1 (stereo not drawn)	5.8	4.4	11.9
Cc1ccc(C)c(NC(=O)c2cc3ccccc3o2)c1	6.9	4.0	7.7
COCCNC(=S)N(CCc1c(C)[nH]c2ccc(F)cc12)Cc1ccc(C)cc1	-3.2	7.9	-3.3
C/C(=N/Nc1ccc(C(=O)c2c(C)cc3ccccn23)cc1[N+](=O)[O-])c1ccc(O)cc1	0.5	1.7	5.5
O=c1cc(Cl)nc2ccccn12	1.7	7.3	6.9
CC1Cc2c([nH]c(=O)n(-c3ccccc3)c2=O)O1 (stereo not drawn)	7.6	4.1	5.8
O=C(NC1CCN(Cc2ccccc2)CC1)c1ccccc1NS(=O)(=O)c1ccc(F)c(F)c1	2.9	2.9	12.2
O=C1C2C3CCC(O3)C2C(=O)N1c1nccs1 (stereo not drawn)	11.4	7.8	6.2
Cc1cc(C([O-])=C(C(=S)Nc2ccccc2)[n+]2ccccc2)c(C)n1-c1ccccc1	4.0	3.2	5.8
O=C(COC(=O)CSc1ccc([N+](=O)[O-])cc1)NCC1CCCO1 (stereo not drawn)	3.3	2.8	0.5
COC(=O)C1=CN(Cc2ccc(F)cc2)C=C(C(=O)OC)C1c1ccc(O)c(OC)c1	-7.6	7.1	8.0
Cc1cccc(OCC2Cn3c(nc4c3c(=O)[nH]c(=O)n4C)O2)c1 (stereo not drawn)	-0.9	0.8	12.4
CC(C)[C@H](NC(=O)C1CCC(CNC(=O)[C@@H]2CCCN2C(=O)OC(C)(C)C)CC1)C(=O)O (stereo partly drawn)	5.5	6.1	13.8
O=C(CN1CCN(c2ccccc2F)CC1)c1ccc(O)c(O)c1	5.0	3.7	10.3
Cn1c(=O)c2[nH]c(=S)n(Cc3ccccc3)c2n(C)c1=O	8.4	4.2	7.6
O=C1Nc2ccc(S(=O)(=O)N(CCO)CCO)c3cccc1c23	1.6	4.5	12.3
COc1ccc(-c2cc(C(F)(F)F)nc(S(=O)(=O)CCCC(=O)Nc3cc(C)on3)n2)cc1OC	-1.8	-1.8	10.6
O=C(NCc1ccc(Cl)cc1)Nc1ccc(F)cc1	6.4	7.2	1.6
NC(=O)c1ccsc1NC(=O)CSc1nncs1	-1.7	2.0	7.5
Cc1cccc(CNc2ncnc3[nH]ncc23)c1	-4.9	7.9	3.5
COc1ccc(S(=O)(=O)N2CCOCC2)cc1NC(=O)Cc1coc2cc(C)ccc12	39.9*	4.4	9.8
O=C(CSc1ccccn1)N1CCCC(Nc2ccccc2)C1 (stereo not drawn)	4.0	-1.1	0.8
CCOC(=O)C(=Cc1ccc(Br)cc1)C(=O)OCC	-3.4	-3.9	-2.5
Cc1ccc(C(=O)NC2CCCCCCC2)cc1S(=O)(=O)N1CCOCC1	-1.0	3.6	2.8
O=C(NCCCc1ccccc1)c1cccc(NC(=O)C2CCCCC2)c1	-4.3	4.2	14.2
COc1ccc(N2CCN(C3CCCN(C(=O)C4=C(C)OCCO4)C3)CC2)cc1 (stereo not drawn)	0.8	1.2	-0.9
O=C(CSc1nc(Nc2ccccc2)nc(N2CCOCC2)n1)Nc1cc(Cl)ccc1O	-25.9	0.8	2.4

In the list so far, 5 have an aryl thioether with sulfur outside any ring:
SMILES	PAFAH2 FP inh	PAFAH1B2 inh	PAFAH1B3 inh
Cn1cnc([N+](=O)[O-])c1Sc1nc(N)nc2c1ncn2C1OC(CO)C(O)C1O (stereo not drawn)	-1.2	-1.6	0.8
O=C(COC(=O)CSc1ccc([N+](=O)[O-])cc1)NCC1CCCO1 (stereo not drawn)	3.3	2.8	0.5
NC(=O)c1ccsc1NC(=O)CSc1nncs1	-1.7	2.0	7.5
O=C(CSc1ccccn1)N1CCCC(Nc2ccccc2)C1 (stereo not drawn)	4.0	-1.1	0.8
O=C(CSc1nc(Nc2ccccc2)nc(N2CCOCC2)n1)Nc1cc(Cl)ccc1O	-25.9	0.8	2.4

Other records.
SMILES	PAFAH2 FP inh	PAFAH1B2 inh	PAFAH1B3 inh
CCN1CCN(c2ccc(NC(=O)c3ccc(Cl)c(S(=O)(=O)N4CCCC4)c3)cc2)CC1	0.6	2.7	5.8
CN(CC(=O)NCCCN1CCOCC1)S(=O)(=O)c1cc(Cl)ccc1Cl	0.1	-5.7	2.4
C[C@H](NS(=O)(=O)c1ccc(Cl)cc1)C(=O)OCC(=O)NCCc1ccc(S(N)(=O)=O)cc1	-2.9	2.3	3.9
CCn1cc(/C=C(\NC(=O)c2ccc(C)cc2)C(=O)NCCCN2CCOCC2)c2ccccc21	7.9	1.2	10.2
Cc1ccc(NC(=O)C2SC(=Nc3ccccc3)C(C(=O)Nc3ccc(Cl)cc3)=C2N)cc1 (stereo not drawn)	-20.2	-9.7	-18.3
C=CCn1c(=O)c(C(=O)Nc2ccccc2C)c(O)c2ccccc21	-5.7	-6.8	11.7
O=C(O)CCC(=O)OCCN(Cc1ccc(Oc2ccc([N+](=O)[O-])cc2)cc1)C(=O)C(Cl)Cl	0.1	1.4	11.6
COc1ccc(/C=N/N(c2ccccc2)c2ccccc2)cc1O	8.3	7.1	15.3
COc1ccc(-c2cc(-c3ccccc3)nc(N)n2)c(O)c1	3.8	2.4	5.0
COc1ccc(OC)c(C(=O)COC(=O)c2[nH]c(C)c(C(C)=O)c2C)c1	1.9	2.4	2.5
O=C(CS(=O)(=O)Cc1ccccc1)N1CCc2ccccc2C1	8.0	6.9	5.4
COc1ccc(C2CC(=O)c3cc(OC)ccc3O2)cc1 (stereo not drawn)	3.4	1.2	-1.3
S=C(Nc1cc(Cl)cc(Cl)c1)NC1CCN(Cc2ccccc2)CC1	-14.2	-4.0	0.8
COc1cc(/C=N/n2c(C3CCCCC3)n[nH]c2=S)ccc1O	-7.3	6.9	-7.0
Cc1ccc(S(=O)(=O)NN=C2CC3CCC2(C)C3(C)C)cc1 (stereo not drawn)	6.9	10.6	5.4

Compounds shown so far containing an NH in an aromatic ring (seven):
SMILES	PAFAH2 FP inh	PAFAH1B2 inh	PAFAH1B3 inh
COCCNC(=S)N(CCc1c(C)[nH]c2ccc(F)cc12)Cc1ccc(C)cc1	-3.2	7.9	-3.3
CC1Cc2c([nH]c(=O)n(-c3ccccc3)c2=O)O1 (stereo not drawn)	7.6	4.1	5.8
Cc1cccc(OCC2Cn3c(nc4c3c(=O)[nH]c(=O)n4C)O2)c1 (stereo not drawn)	-0.9	0.8	12.4
Cn1c(=O)c2[nH]c(=S)n(Cc3ccccc3)c2n(C)c1=O	8.4	4.2	7.6
Cc1cccc(CNc2ncnc3[nH]ncc23)c1	-4.9	7.9	3.5
COc1ccc(OC)c(C(=O)COC(=O)c2[nH]c(C)c(C(C)=O)c2C)c1	1.9	2.4	2.5
COc1cc(/C=N/n2c(C3CCCCC3)n[nH]c2=S)ccc1O	-7.3	6.9	-7.0

The list goes on.
SMILES	PAFAH2 FP inh	PAFAH1B2 inh	PAFAH1B3 inh
COCCNC(=O)C(c1ccc(F)cc1)N(CC1CCCO1)C(=O)CCC(=O)Nc1ccccn1 (stereo not drawn)	-5.7	7.9	8.6
O=S(=O)(/C(=C\c1ccc(C(F)(F)F)cc1)c1nc2ccccc2[nH]1)c1ccccc1	-42.5	11.2	-36.6
Cc1c(Cl)cccc1NC(=O)CCC(=O)N/N=C/c1ccco1	5.5	-1.4	12.0
Cc1ccccc1-c1cccc([C@@H]2C[C@H]3C(CN2)CON3C)c1 (stereo partly drawn)	2.5	2.5	1.3
CCN(CC(=O)Nc1c(Cl)cccc1Cl)C(=O)C1CCN(c2ncnc3sc(C)c(C)c23)CC1	1.0	-0.4	-3.9
Cc1cc(O)c2c(c1)CC1C3CCC4CC(=O)CCC4(C)C3CC(=O)C21C (stereo not drawn)	-3.9	1.1	5.6
c1cc2c3c(cccc3c1)NC1(CCCC1)N2	-20.6	2.5	11.7
CC1CCCN(C(=O)Cn2c(=O)oc3cc(S(=O)(=O)N4CCCCC4C)ccc32)C1 (stereo not drawn)	14.1	7.5	3.7
COc1ccc2c(c1)C(=O)CC(c1ccccc1)O2 (stereo not drawn)	3.1	3.8	3.4
Cc1ccccc1CSCC(=O)NNC(=S)NCC1CCCO1 (stereo not drawn)	3.0	8.8	2.8
O=C(COC(=O)/C=C/c1ccco1)NCCN1C(=O)CSC1=O	-4.0	-0.5	2.4
O=C(CCCn1c(=O)[nH]c2cc(Cl)ccc2c1=O)N1CCN(c2ccc([N+](=O)[O-])cc2)CC1	4.8	10.4	-9.7
COC(C[C@H](O)C[C@H](O)COCc1ccccc1)OC	-1.5	5.6	12.2
O=C1CSC(c2cccc([N+](=O)[O-])c2)N1Cc1ccccc1 (stereo not drawn)	13.6	6.7	8.5
Cc1occc1-c1nnc(SCC(=O)N(C)c2ccccc2)o1	7.4	-1.8	4.5
COc1cccc(CC(NC(C)=O)C(=O)NC2CCN(C(=O)c3ccc(Cl)cc3)CC2)c1 (stereo not drawn)	0.4	0.4	5.5
Cc1ccc(C)c(N2N=C(C(=O)Nc3ccc(N4CCOCC4)cc3)CCC2=O)c1	-1.2	3.8	-2.4
COCC(=O)N1CCC(Oc2ccc(C(=O)N3CCN(C)C[C@@H]3C(C)C)cc2)CC1	-2.3	0.7	2.9
Cc1csc(=O)n1CCC(=O)OCC(=O)NNC(=O)c1ccc(Cl)cc1	5.8	2.7	-3.3
c1csc(-c2nn3c(C4CCCCC4)nnc3s2)c1	-0.2	3.4	3.2
COc1ccccc1C(=O)C(=O)c1ccccc1OC	-2.3	3.9	10.2
COc1ccccc1N1CCN(C(=O)C2CCN(S(=O)(=O)N3CCOCC3)CC2)CC1	-1.1	4.6	1.0
CC(C)c1ccc(/C=C/C(=O)N2CCOCC2)cc1	9.2	7.5	5.6
Clc1cccc(N2CCN(Cc3ccc(Br)o3)CC2)c1	2.2	9.3	10.3
CCCCn1c(N)c(N(CCOC)C(=O)c2ccc(N3C(=O)c4ccccc4C3=O)cc2)c(=O)[nH]c1=O	-4.6	1.9	3.2
Nc1ccc(C(=O)Nc2ccc3cc(S(=O)(=O)O)ccc3c2)cc1	-0.7	1.5	5.4
Cc1ccc(S(=O)(=O)CC(CN2CCCCC2)N2CCCCC2)cc1 (stereo not drawn)	1.8	-2.2	3.2
CCOc1ccc(C(=O)Nc2ccc(N3CCN(C(=O)c4ccco4)CC3)cc2)cc1Br	-2.0	3.7	2.6
C=C1CCC[C@]2(C)C[C@H]3OC(=O)C(CN[C@@H](C)c4ccccc4)[C@H]3CC12 (stereo partly drawn)	-2.6	3.3	1.3
COc1ccc(C(=O)N2CCNC(=O)C2CC(=O)Nc2ccc(C)c(C)c2)cc1 (stereo not drawn)	1.8	6.2	10.5
Cc1cc(N2CCN(C(=O)Nc3ccccc3C#N)CC2)c2ccccc2n1	3.3	-2.0	9.4
CC(C)(C)OC(=O)COc1ccc(/C=N/NC(=O)CN2CCCCC2)cc1	2.7	10.6	-1.6
CCOC(=O)/C=C/C(=O)Nc1cc(S(=O)(=O)Nc2ccc(OC)cc2)ccc1N1CCOCC1	5.8	0.9	1.6
O=C(Oc1ccccc1)N1CCN(c2ccccc2F)CC1	-4.4	2.9	9.8
O=C(Cc1ccccc1[N+](=O)[O-])NCC(=O)c1ccc2c(c1)OCO2	3.1	5.4	4.9
CCOc1ccc(/C(O)=C2\C(=O)C(=O)N(CCN(C)C)C2c2cc(OC)ccc2OC)cc1Cl (stereo not drawn)	3.5	-2.7	1.6
CCOCc1cc(CN2CCC(n3nccc3NC(=O)C3CC3)CC2)ccc1OC	-2.5	3.3	3.4
c1ccc(COc2ncnc3c2ncn3CCCNCC2CCCO2)cc1 (stereo not drawn)	-3.7	2.2	-7.1
CC(Oc1ccccc1Cl)C(=O)Nc1ccc(S(=O)(=O)N2CCN(C)CC2)cc1 (stereo not drawn)	-6.9	2.9	0.9
CCCn1c(/C=N/Nc2nc3ccccc3[nH]2)nc2ccccc21	8.7	5.3	10.4
COC(=O)C1CC2=C(CCCC2=O)N(Cc2ccccc2)C1=O (stereo not drawn)	9.8	2.9	5.1
CCOC(=O)c1ccc(N=Cc2cnc(N)nc2N)cc1	-4.1	1.8	-2.0

Entries above that contain a tert-butyl group:
SMILES	PAFAH2 FP inh	PAFAH1B2 inh	PAFAH1B3 inh
CC(C)[C@H](NC(=O)C1CCC(CNC(=O)[C@@H]2CCCN2C(=O)OC(C)(C)C)CC1)C(=O)O (stereo partly drawn)	5.5	6.1	13.8
CC(C)(C)OC(=O)COc1ccc(/C=N/NC(=O)CN2CCCCC2)cc1	2.7	10.6	-1.6

The list is partial. The share of hits here may be higher or lower than overall.
